aSyn UTR inh = MLPCN primary screen, SNCA 5' untranslated region; 300,000 tested, 0.82% active; inhibition, % (tested at 7.5 µM); AID 1813; alpha-synuclein 5'UTR reporter, inhibitor activity; in the data active = inhibition above about 60%; inconclusive = no clear call, values can overlap the other calls;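 also: H4 neuroglioblastoma cells stably carrying SNCA 5'UTR luciferase fusion; 0% = DMSO wells and 100% = positive control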
GSK3A inh = inhibitors of human GSK-3 alpha kinase; ADP-Glo luminescence, 60 min; inhibition, % at 10 µM; 320,000 tested, 0.1% active; AID 2650;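 in the data active = inhibition above about 50%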;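 also: GST-tagged GSK-3 alpha with peptide substrate and 25 µM ATP; 0% = DMSO neutral wells and 100% = GW8510 positive control wells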
Target sequence (P49840 whole entry, looked up): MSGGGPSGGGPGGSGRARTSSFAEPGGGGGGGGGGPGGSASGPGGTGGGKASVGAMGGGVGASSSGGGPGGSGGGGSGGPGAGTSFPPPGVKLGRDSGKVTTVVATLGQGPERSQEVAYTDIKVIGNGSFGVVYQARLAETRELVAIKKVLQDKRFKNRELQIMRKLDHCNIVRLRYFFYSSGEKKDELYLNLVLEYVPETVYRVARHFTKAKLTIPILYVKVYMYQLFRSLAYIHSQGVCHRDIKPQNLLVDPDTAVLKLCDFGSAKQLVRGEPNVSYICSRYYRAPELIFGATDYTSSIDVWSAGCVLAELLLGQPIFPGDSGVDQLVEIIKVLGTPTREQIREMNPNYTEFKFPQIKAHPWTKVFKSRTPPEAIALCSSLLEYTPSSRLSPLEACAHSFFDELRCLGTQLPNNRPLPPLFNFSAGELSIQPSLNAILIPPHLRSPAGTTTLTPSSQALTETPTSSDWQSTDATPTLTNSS
Platelet DG rel = modulates dense granule release in human platelets; human platelet-rich plasma, SFLLRN dense granule ATP release, luminescence; inhibition, %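 (compounds screened at 7.5 µM in platelet-rich plasma)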; 300,000 tested, 0.22% active;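 active = mean replicate score, as percent of positive control, at or above 50; inconclusive = mean below 50 but at least one replicate at or above 50; inactive = mean and every replicate below 50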
IEC-6 tox = counter-screen for KLF5 inhibitors: cytotoxicity in IEC-6 cells | inhibition, % at 5 µM | IEC-6 cytotoxicity, luminescence viability | 290,000 tested, 0.78% active; in the data active = inhibition above about 22%;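 also: 0% = plate median of test compound wells and 100% = cytotoxic reference compound wells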
HSF-1 act = increases HSF-1 driven luciferase reporter signal | AID 504408 | 300,000 tested, 1.7% active | activation, % at 9 µM | NIH3T3-HGL HSF-1 luciferase reporter, MG132, 8 h; 100% = twice DMSO control signal;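 active = mean replicate activation of at least 50% with a set share of replicates each reaching 50%; inconclusive = only one of those two conditions met; inactive = mean below 50% and too few replicates reaching it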;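 also: 0% = median of the neutral control wells and 100% = twice that signal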
KLF5 inh = inhibitors of KLF5 expression. 290,000 tested, 0.23% active. DLD-1 KLF5 promoter-luciferase reporter, luminescence. AID 1700. inhibition, % at 5 µM;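 active = inhibition above a per-plate limit of that plate's mean compound inhibition plus 3 SD, cut at about 60% in these data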;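 also: 0% = DMSO wells and 100% = LY294002 at 200 µM; higher means less KLF5 promoter-driven luciferase light; inactives centre near -14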
Dyrk1A ADPGlo = inhibitors of rat Dyrk1A kinase | AID 504441 | ADP-Glo luminescence, NFATc1 peptide | Q63470 | inhibition, % at 12.5 µM | 310,000 tested, 0.43% active; in the data active = inhibition above about 50%;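 also: plate controls were vehicle with enzyme for no effect and no enzyme for full effect; many of its hits are not listed in these tables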
HSF1 inhib = HSF1 inhibition | NIH3T3-HGL HSE-luciferase, MG132-induced, luminescence 8 h; hits give low values | activity change, negative = inhibition, % at 7.5 µM (by protocol) | 300,000 tested, 0.77% active;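 active = more than half of replicate wells show activity change below -50%, luminescence cut by over half; inconclusive = some wells, but at most half, below -50%; inactive = no replicate well below -50%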;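 also: luciferase reports HSF-1 transcriptional activity via heat shock element; 0% = median of DMSO wells and -100% = zero luminescence signal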
GSK3B inh = inhibitors of human GSK3beta kinase. AID 2097. P49841. GST-GSK3beta kinase, ADP-Glo luminescence, 60 min; hits give low values. 300,000 tested, 0.038% active. activity score (negative = inhibition), % at 10 µM;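 active = more than half of replicate wells score below -50%, meaning over 50% inhibition versus plate controls; inconclusive = some replicates but at most half score below -50%; inactive = no replicate scores below -50%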;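 also: 0% = median DMSO wells and -100% = median GW8510 positive control wells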
Target sequence (P49841 whole entry, looked up): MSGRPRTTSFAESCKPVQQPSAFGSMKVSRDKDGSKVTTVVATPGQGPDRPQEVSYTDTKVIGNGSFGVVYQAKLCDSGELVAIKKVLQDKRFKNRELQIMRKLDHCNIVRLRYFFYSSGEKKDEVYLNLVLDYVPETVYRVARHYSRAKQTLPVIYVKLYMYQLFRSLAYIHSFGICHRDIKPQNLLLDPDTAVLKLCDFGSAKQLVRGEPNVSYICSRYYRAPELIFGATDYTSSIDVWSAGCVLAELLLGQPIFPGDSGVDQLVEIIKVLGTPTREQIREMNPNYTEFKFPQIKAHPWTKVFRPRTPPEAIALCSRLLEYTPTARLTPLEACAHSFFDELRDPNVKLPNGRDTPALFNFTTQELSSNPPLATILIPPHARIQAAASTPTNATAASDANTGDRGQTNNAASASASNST
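test system = GST-tagged human GSK3beta kinase, cell-free | reagent = 25 µM ATP with peptide substrate | dosing = one dose of 10 µM per compound | schedule = 60 min reaction, RT | detection = luminescent ADP-Glo measurement of ADP formed | control set = DMSO neutral wells and GW8510 at 20 µM as positive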
HSP90 inh = blocks HSP90-mediated luciferase refolding in reticulocyte lysate | Rabbit reticulocyte lysate, luciferase refolding luminescence, 3 h | inhibition, % at 5.6 µM | 290,000 tested, 0.91% active;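 active = inhibition above the screen-wide mean plus 3 SD, computed separately per campaign, cut at about 16% in these data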;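 also: 0% = DMSO wells and 100% = 60 µM geldanamycin wells; inhibitors lower the luminescence because luciferase stays unfolded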
Active calls of the source: *; ? = inconclusive; nt = not tested or not shown. These rows are one share of the data; rates above refer to the full screens.

SMILES	aSyn UTR inh	GSK3A inh	Platelet DG rel	IEC-6 tox	HSF-1 act	KLF5 inh	Dyrk1A ADPGlo	HSF1 inhib	GSK3B inh	HSP90 inh
COc1ccc(C(=O)NNC(=O)c2ccc(S(=O)(=O)N3CC(C)OC(C)C3)cc2)cc1 (stereo not drawn)	0.9	9.0	-4.0	-3.8	0.6	-1.9	-2.6	1.5	-0.4	4.9
COc1ccc2nc(N3C(=O)CC(C(C)c4ccccc4)C3=O)sc2c1 (stereo not drawn)	1.2	-1.7	3.8	-3.7	4.6	-30.8	12.1	3.5	1.8	-0.8
CCOc1ccc(CC(C(=O)NN)C(=O)NN)cc1CN(C)C	11.4	-0.7	-6.7	-1.2	1.0	-36.4	2.4	0.4	-16.4	-2.1
CC(C)CN(CC(C)C)c1ccc(/C=N/n2cnnc2)cc1[N+](=O)[O-]	-26.3	nt	3.1	-6.1	1.9	7.5	3.3	4.4	-0.6	-0.3
C=CCn1c(SC(C)C(=O)Nc2ccc(Cl)cn2)nnc1C1CC1 (stereo not drawn)	-0.3	5.8	-0.2	nt	3.9	nt	14.0	-1.0	-0.3	nt
O=C(O)CCC(=O)N1CCN(c2cccc(Cl)c2)CC1	7.5	-0.9	nt	-11.7	-9.2	-26.4	3.6	-3.6	-1.8	-5.0
CN(C)Cc1c(O)ccc2[nH]cnc12	5.8	2.3	1.2	-6.7	5.9	18.7	7.9	-5.5	1.6	0.2
CCSc1ncnc2c1sc1nc3c(cc12)COC(C)(C)C3	-123.5	16.0	-4.7	-0.8	11.2	0.9	7.5	3.2	-0.1	-1.0
O=C(NNC(=S)NC1CC2C=CC1C2)c1ccncc1 (stereo not drawn)	9.9	-1.0	3.1	5.3	41.4	-22.1	2.1	3.5	2.8	-1.1
Cc1cccc(NC2(C(F)(F)F)N=C3SCCN3C2=O)n1 (stereo not drawn)	1.6	-4.8	1.3	1.9	-10.0	-1.0	nt	-1.6	0.8	0.0
CC(=O)C1=C(C)N(Cc2ccccc2)C(=O)N[C@@H]1c1cccc(C(F)(F)F)c1	-4.9	nt	-0.1	3.5	35.2	8.9	11.4	10.8	-2.0	2.5
Cn1c(=O)[nH]c(=O)c2c1nc(NCc1ccccc1)n2Cc1ccc(F)cc1	-2.5	-1.9	-0.7	-0.9	-4.5	-28.6	-2.7	-2.2	-0.2	8.4
O=C(N1CCOCC1)N1CCN(S(=O)(=O)c2ccc(F)cc2)CC1	-4.5	-2.6	-3.8	1.2	4.7	-25.1	-2.1	-7.2	1.2	7.8
CC(C)OC(=O)CSc1nnc2c(n1)[nH]c1ccc(F)cc12	-2.2	nt	5.8	2.3	17.7	-7.6	-5.9	-0.9	-0.7	0.8
CCNC(=S)N1CCN(CCN=CC2=C(O)CC(c3ccco3)CC2=O)CC1 (stereo not drawn)	3.7	-2.0	8.2	-7.2	-15.3	-29.8	nt	0.1	1.1	-0.5
COc1cc(NS(=O)(=O)c2ccc(NC(=O)c3ccc(Cl)cc3Cl)cc2)ncn1	12.0	-3.2	9.7	-10.7	0.5	-5.8	-6.6	0.3	9.4	-5.6
CCOc1ccc(CCNC(=O)COC(=O)Cc2c[nH]c3ccccc23)cc1OCC	42.4	-0.9	2.1	nt	-2.5	nt	-5.7	2.7	0.5	nt
COc1ccc(NC(=O)c2cc(-c3ccccc3O)n[nH]2)cc1Cl	-17.6	0.2	0.3	-0.9	1.9	-40.2	-0.9	6.6	1.2	0.1
COc1ccccc1/C=N/NC(=O)C(NC(=O)c1ccccc1)=C(C)C	-12.7	-1.2	-3.8	-3.5	23.8	-4.3	2.4	3.5	0.1	-1.4
CC1=CC(C)C(/C=N/N=C(N)N)C(C)C1 (stereo not drawn)	-17.7	-2.5	1.2	-0.5	-10.8	-23.8	4.2	-5.9	-1.1	-0.1
Cc1cc(C)n(C(=O)c2cc3sccc3[nH]2)n1	-82.0	-2.7	5.0	5.4	21.4	-6.1	4.6	-1.1	-0.2	-0.8
Cc1ccc(-c2csc3ncnc(SCC(=O)O)c23)cc1	-18.0	-0.3	3.7	-5.1	-6.7	-4.2	76.1*	-10.1	4.3	1.6
C1CN(c2nc3nonc3nc2N2C[C@H]3CC[C@H]2C3)CCS1	9.8	-0.4	8.3	0.2	-9.8	-17.9	nt	-1.5	1.0	-3.3
CCOC(=O)c1cc2c(=O)n3ccccc3nc2n(Cc2ccco2)c1=NC(=O)c1ccc(OC)cc1	3.8	2.4	2.6	-0.1	6.6	-29.4	nt	9.0	-1.6	-0.5
COc1ccc(C(=O)NNC(=S)NC(=O)C(C)(C)C)cc1	?	nt	7.9	5.1	21.2	21.9	-0.2	15.4	2.8	-5.8
O=C(NNC(=S)NCc1ccco1)c1ccc(S(=O)(=O)N2CCOCC2)cc1	3.8	-1.7	-9.7	-6.3	-16.7	-3.6	nt	-7.2	-1.6	5.9
Cc1ccc(-n2c(SCc3nc4ccccc4[nH]3)nnc2-c2ccncc2)cc1	25.3	5.6	-7.9	11.0	2.9	10.9	-3.2	5.0	-6.5	0.1
COc1ccc(NC(=O)CN2C(=O)CSC(C)C2=O)cc1 (stereo not drawn)	14.0	-3.0	-0.5	1.4	-7.1	-2.2	1.7	-6.6	3.1	3.5
CCCOc1ccc(/C=C/C(=O)O)cc1OC	16.9	1.4	-3.1	-4.2	8.2	-7.8	-4.0	-5.9	-1.5	1.1
O=C(NCCCN1CCOCC1)c1cc(-c2ccccc2)nc2ccccc12	0.7	-4.3	35.6	nt	-24.2	nt	2.6	1.1	2.5	nt
O=C(Nc1nc2c(Cl)cccc2s1)c1ccc([N+](=O)[O-])o1	-80.3	0.0	6.5	6.1	-10.5	-41.6	7.3	7.8	-0.5	0.4
CC(=O)c1ccc(NC(=O)CN2CCN(CC(=O)Nc3ccc(C(C)=O)cc3)CC2)cc1	3.7	nt	-1.4	2.3	9.3	-26.3	1.1	-6.5	1.7	1.4
O=C(OCCN=C1NS(=O)(=O)c2ccccc21)C1CC(=O)N(c2ccc3ccccc3c2)C1 (stereo not drawn)	18.5	0.5	5.8	-1.4	2.2	-12.7	-5.5	-2.6	-1.3	4.7
O=C(c1ccc2c(c1)[nH]c(=S)n1c3ccccc3nc21)N1CCN(c2cccc(Cl)c2)CC1	11.4	-4.0	-4.9	0.3	-9.9	-40.1	-0.2	-6.2	-2.6	-3.3
Cc1ccc(S(=O)(=O)N(C)c2c(C)ccc(S(=O)(=O)N3CCN(C)CC3)c2C)cc1	3.3	3.6	-14.7	-7.0	-69.9	3.4	-7.8	-60.5*	-8.3	-3.0
COc1ccccc1N=C1SC(C)CN1C(=O)C1CCC1 (stereo not drawn)	13.8	-0.7	1.5	-5.2	-7.1	-13.2	nt	-4.3	1.2	3.3
O=C(OCC(=O)N1CCCCC1)c1c[nH]c(=O)[nH]c1=O	0.0	0.5	3.6	1.7	-6.9	1.2	1.7	-4.8	3.0	-0.3
CCCCCc1nnc(NC(=O)OCCC)s1	-52.2	-0.4	-0.2	3.4	-20.0	-25.7	-0.1	1.4	2.4	3.4
COc1ccc(-c2nc(CN3CCC(C(=O)N4CCOCC4)CC3)c(C)o2)c(OC)c1	-9.9	-0.9	-0.9	-1.1	-10.6	-28.4	7.3	-3.1	-1.7	-1.4
Cc1cc(NC(=O)CSc2nc3c(sc4ccccc43)c(=O)n2CCCN2CCOCC2)n[nH]1	-17.1	2.2	4.7	-3.1	64.1*	36.6	1.5	41.2	2.2	1.6
COc1ccc(N2C(=NC(=O)c3ccccc3)SC3CS(=O)(=O)CC32)cc1 (stereo not drawn)	18.3	-0.6	3.0	-1.4	17.9	-9.7	1.1	-2.6	-5.5	-4.7
COc1ccc(C(CC(=O)O)N2Cc3ccccc3C2=O)cc1OC (stereo not drawn)	2.0	-5.0	-3.0	-4.5	15.6	-12.5	0.0	4.2	2.4	1.8
Cc1ccc(S(=O)(=O)NCC(=O)OCC(=O)Nc2ccccc2OC(F)F)cc1	27.6	7.3	-0.4	1.4	13.4	-6.4	0.2	-8.2	2.8	1.3
CCN(CC)C(=O)c1ccc(NS(=O)(=O)c2ccc(/C=C/C(=O)O)cc2)cc1	20.7	-2.8	1.0	-1.9	25.1	-15.5	nt	-0.5	1.8	5.0
O=C(c1ccccc1)c1c[nH]c(C(=O)NNc2cccc(Cl)n2)c1	-4.9	-0.3	1.8	8.2	10.7	-21.8	-2.1	-0.8	0.0	3.8
CCN(CC)S(=O)(=O)c1ccc(C(=O)NCc2ccc(C)cc2)cc1	-9.0	-2.8	1.4	-5.8	-0.8	3.9	-2.1	-6.0	2.2	-2.0
CCCCc1ccc(/C=C2\C(=O)c3ccccc3C(O)=C2C(=O)OCC)cc1	-8.4	4.3	10.3	4.2	-51.0	-19.2	nt	-35.9	2.4	3.6
COc1ccc(NC(=O)C(=O)NNC(=O)c2ccc(Cl)cc2Cl)cc1	-1.9	-2.0	2.2	-6.8	-0.6	-2.3	-1.5	3.0	0.6	-4.5
CCOc1ccc2nc(SCC(=O)NCc3ccc(OC)cc3)[nH]c2c1	0.5	-0.9	-1.3	-0.7	16.1	0.3	-3.4	3.3	1.0	-0.5
CC1CCN(c2ccccc2NC(=S)NC(=O)c2ccc(-c3cccc([N+](=O)[O-])c3)o2)CC1	10.5	-2.4	1.5	5.4	3.1	-3.9	-1.6	-3.8	2.8	1.8
Cc1nc2ccc(S(=O)(=O)NCC(=O)O)cc2s1	-2.8	2.7	-0.8	-3.2	-20.3	-47.9	-6.7	-7.3	-3.3	-2.5
COc1ccc(/C(N)=N/OC(=O)C2CCCCC2)cc1	-131.1	-1.8	-13.9	-2.3	48.8	-164.2	16.6	34.2	2.1	-1.2
O=C(CCN1C(=O)C2CC=CCC2C1=O)Nc1cccc(Cl)c1 (stereo not drawn)	1.1	2.9	-12.1	-6.9	-1.1	-3.0	5.1	8.5	-3.4	0.0
Cc1ccc(-c2nc(CS(=O)(=O)CC(=O)NCc3cccc(F)c3)c(C)o2)cc1	0.0	-0.1	0.1	11.6	19.9	-13.6	3.4	1.1	1.7	2.6
Oc1ccc(Br)cc1-c1nc2cnccn2c1NC1CCCCC1	7.6	6.0	-1.1	-0.6	-12.9	-7.0	nt	-8.4	-1.3	-1.3
O=[N+]([O-])c1ccc(Oc2cccc(C(F)(F)F)c2)nc1	-22.3	-0.8	9.9	5.3	6.2	-12.8	nt	11.9	-5.2	0.6
COc1cnn(-c2ccccc2)c(=O)c1SCc1ccc(Cl)cc1Cl	24.3	-0.3	9.6	2.3	7.7	0.6	7.0	2.8	0.5	0.0
Cc1cc(C)c(S(=O)(=O)N2CCOC2CNC(=O)C(=O)NCc2ccco2)c(C)c1 (stereo not drawn)	18.9	-1.7	28.3	-3.9	-6.5	-9.0	-5.6	2.6	-0.8	-0.7

Bioassay records deposited in PubChem BioAssay by several laboratories.
